OX1R antag-1: antagonists of human orexin 1 receptor | 330,000 compounds, 0.43% hits | AID 434989 | inhibition, % at 5 µM | CHO/OX1R cells, Fluo-8 calcium fluorescence, orexin A;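 active = inhibition above its plate's threshold, mean inhibition of all tested compounds on the plate plus 3 SD, cut at about 37% in these data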;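 note: 0% = orexin A challenge wells and 100% = SB-334867-A antagonist wells; not every result past the cut was called active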
Target sequence (O43613 whole entry, looked up): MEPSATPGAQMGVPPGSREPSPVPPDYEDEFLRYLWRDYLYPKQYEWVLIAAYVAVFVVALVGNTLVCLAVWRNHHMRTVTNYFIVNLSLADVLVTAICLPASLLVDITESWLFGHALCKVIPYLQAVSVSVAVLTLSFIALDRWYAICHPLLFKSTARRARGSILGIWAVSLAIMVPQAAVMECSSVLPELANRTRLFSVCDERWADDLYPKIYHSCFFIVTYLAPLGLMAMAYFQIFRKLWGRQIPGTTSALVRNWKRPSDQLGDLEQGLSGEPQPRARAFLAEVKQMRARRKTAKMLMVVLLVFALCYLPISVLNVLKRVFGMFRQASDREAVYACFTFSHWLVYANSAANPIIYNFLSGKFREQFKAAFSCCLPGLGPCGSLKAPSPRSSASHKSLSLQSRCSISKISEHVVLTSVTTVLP
OX1R antag-2: OX1R (human) antagonism. O43613. OX1R-expressing cells, FRET antagonist read-out. inhibition, % at 6.6 µM. 330,000 compounds, 1.8% hits. AID 485270; in the data active = inhibition mostly above about 38%, no sharp cut-off; inactive = mostly below about 40%;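 note: 0% = agonist challenge alone and 100% = reference antagonist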
The depositor's hits bear a star; & = joins results of further samples.

The opening 3 compounds, ahead of the listing:
Values run as follows: OX1R antag-1	OX1R antag-2
1) COc1ccc(S(=O)(=O)Nc2ccc(NC(C)=O)cc2)cc1Cl
    -15	13
2) CCOC(=O)CNC(=S)N1CCn2c(nc3ccccc32)C1
    -10	15
3) CCOc1ccc(NS(=O)(=O)c2ccc3[nH]cc(C(=O)NC(C)CC)c(=O)c3c2)cc1 (stereo unspecified)
    -15	6

Main list, from the first entry:
Values run as follows: OX1R antag-1	OX1R antag-2
1) COc1ccc(S(=O)(=O)Nc2ccc(NC(C)=O)cc2)cc1Cl
    -15	13
2) CCOC(=O)CNC(=S)N1CCn2c(nc3ccccc32)C1
    -10	15
3) CCOc1ccc(NS(=O)(=O)c2ccc3[nH]cc(C(=O)NC(C)CC)c(=O)c3c2)cc1 (stereo unspecified)
    -15	6
4) COc1ccc(C(=O)NCCSCc2ccccc2Cl)cc1OC
    -37	13
5) O=c1ccc2cc(S(=O)(=O)N3CCN(c4ccccc4F)CC3)ccc2o1
    -11	10
6) CCOc1ccccc1/C=N/NC(=O)CNC(=O)c1ccc(S(=O)(=O)N2CCOCC2)cc1
    -16	11
7) C=CCn1c(=N)n(CC(=O)OC)c2ccccc21
    -16	14
8) O=C(CN1C(=O)C2CCCCC2C1=O)Nc1cc([N+](=O)[O-])ccc1F (stereo unspecified)
    -34	13
9) CC1=C(C)C(=O)N(C(C)CCc2ccccc2)C1=O (stereo unspecified)
    -20	-5
10) Oc1ccc(/C=N/Nc2ccc(Cl)nn2)c(O)c1O
    -9	11
11) COc1ccc(/C=N/NC(=O)c2cc(C)oc2C)cc1OC
    -7	7
12) COc1cc(C(c2c(C)[nH][nH]c2=O)c2c(C)[nH][nH]c2=O)ccc1OCc1ccc([N+](=O)[O-])cc1
    0	14
13) COc1ccc(C2/C=C\CN(C(=O)c3ccccc3)CC(=O)N2Cc2cccc(F)c2)cc1 (stereo unspecified)
    -3	13
14) CC(C)/C=N/NC(=O)c1ccc(Cl)cc1
    -16	13
15) COc1ccccc1/C=C/[C@@H]1C[C@H]2CN(Cc3cccc(Cl)c3)C(=O)[C@]23CCCN13
    -30	19

Retrieved by compound from the list above (four):
Values run as follows: OX1R antag-1	OX1R antag-2
9) CC1=C(C)C(=O)N(C(C)CCc2ccccc2)C1=O (stereo unspecified)
    -20	-5
8) O=C(CN1C(=O)C2CCCCC2C1=O)Nc1cc([N+](=O)[O-])ccc1F (stereo unspecified)
    -34	13
13) COc1ccc(C2/C=C\CN(C(=O)c3ccccc3)CC(=O)N2Cc2cccc(F)c2)cc1 (stereo unspecified)
    -3	13
15) COc1ccccc1/C=C/[C@@H]1C[C@H]2CN(Cc3cccc(Cl)c3)C(=O)[C@]23CCCN13
    -30	19

Among those listed so far, five have a Cl atom.
Values run as follows: OX1R antag-1	OX1R antag-2
1) COc1ccc(S(=O)(=O)Nc2ccc(NC(C)=O)cc2)cc1Cl
    -15	13
4) COc1ccc(C(=O)NCCSCc2ccccc2Cl)cc1OC
    -37	13
10) Oc1ccc(/C=N/Nc2ccc(Cl)nn2)c(O)c1O
    -9	11
14) CC(C)/C=N/NC(=O)c1ccc(Cl)cc1
    -16	13
15) COc1ccccc1/C=C/[C@@H]1C[C@H]2CN(Cc3cccc(Cl)c3)C(=O)[C@]23CCCN13
    -30	19

The results go on.
Values run as follows: OX1R antag-1	OX1R antag-2
16) COc1ccc(CC(NC(C)=O)C(=O)NC2CCN(C(=O)c3ccccc3F)CC2)cc1 (stereo unspecified)
    -14	6
17) COc1cccc(C(=O)OC(C)CN2CCCC2)c1 (stereo unspecified)
    -14	-5
18) O=C(O)c1ccc(COc2ccc3c4c(c(=O)oc3c2)CCC4)o1
    0	13
19) O=S1(=O)N=C(N/N=C/c2ccccn2)c2ccccc21
    -9	22
20) Cc1ccc(C(C)C)cc1OCC(=O)N1CCN(C(=O)c2ccco2)CC1
    -3	0
21) CN(CC(=O)Nc1ccccc1Oc1ccccc1)Cc1ccccc1F
    -28	37
22) O=C(CNC(=O)c1nn(Cc2ccccc2)c(=O)c2ccccc12)Nc1ccc(F)c(F)c1F
    -28	4
23) Cc1ccc2c(CN3CCN(S(=O)(=O)c4ccccc4C(F)(F)F)CC3)cc(=O)oc2c1
    23	13
24) COc1ccc(/C=C/c2c([N+](=O)[O-])c(=O)n(C)c(=O)n2C)c(OC)c1OC
    -32	18
25) Cc1ccc(NC(=O)CN(C)C2CCCCC2)cc1Br
    -19	12
26) O=C(CNS(=O)(=O)c1cccs1)NCc1ccc(F)cc1
    -12	3
27) COc1ccc(O)c(C(=O)c2cc(C#N)c(=O)n(Cc3ccccc3)c2)c1
    -29	20
28) CN(CC(=O)Nc1ncn[nH]1)S(=O)(=O)c1ccc(Br)cc1
    13	-1
29) CN(C)/C=N/C(=S)Nc1ccccc1F
    10	15
30) CCOC(=O)[C@H]1[C@H]2COc3ccc(Cl)cc3[C@@H]2N2C(=O)CN(Cc3ccc(Cl)cc3)C(=O)[C@@]12C
    -24	7

Exported with the structure last: entries from further up.
cpd | OX1R antag-1 | OX1R antag-2 | mol
15 | -30 | 19 | COc1ccccc1/C=C/[C@@H]1C[C@H]2CN(Cc3cccc(Cl)c3)C(=O)[C@]23CCCN13
16 | -14 | 6 | COc1ccc(CC(NC(C)=O)C(=O)NC2CCN(C(=O)c3ccccc3F)CC2)cc1 (stereo unspecified)

(listing goes on)
Values run as follows: OX1R antag-1	OX1R antag-2
31) COc1ccc(NS(=O)(=O)c2cccc(C(=O)N/N=C/c3cn(-c4ccccc4)nc3-c3ccc(OC)cc3)c2)cc1
    -11	3
32) Cc1nc(NC(=O)CCc2ccccc2)ccc1Br
    -11	22
33) O=C(NNS(=O)(=O)c1ccccc1)c1ccccc1-n1cccc1
    5	-5
34) O=C(O)CCCCCNC(=O)CCn1nnc2ccccc2c1=O
    -2	6
35) Cc1ccc(N2CC(NC(=O)C(=O)c3c(C)[nH]c4ccccc34)CC2=O)cc1C (stereo unspecified)
    -8	17
36) CS(=O)(=O)c1ccc(NCCc2ccccn2)c([N+](=O)[O-])c1
    -17	52*
37) Cc1ccc(/C=N/NC(=O)c2cc(C)oc2C)o1
    -18	24
38) O=C(Nc1ccccc1C(=O)Nc1ccccc1)c1ccccc1F
    -20	2
39) Cc1ccc(C(=O)NCC(=O)OCC(=O)c2ccc(C)c([N+](=O)[O-])c2)cc1
    -11	10
40) CCc1nnc(NS(=O)(=O)c2ccc(NC(=O)c3cc(Cl)ccc3OC)cc2)s1
    -15	10
41) CC(C)(C)C(=O)COC(=O)c1cc(-c2cccnc2)nc2ccccc12
    -22	33
42) Nc1c(Cl)cc(C2=NCCn3c2c2ccc(C(F)(F)F)cc2[n+]3[O-])cc1Cl
    -14	33
43) COC(=O)N/N=C(\C)c1ccc2ccccc2c1OC(F)F
    -20	11
44) O=C(c1ccc(Cl)c(S(=O)(=O)NCc2cccnc2)c1)N1CCCC1
    -12	1
45) CCCN(CCC)C(=O)c1cc(S(=O)(=O)N2CCCCC2)c[nH]1
    -15	2
46) CC(=O)Nc1cccc(OC(=O)COc2ccc(Br)cc2)c1
    -2	15
47) Cc1cc(OC(=O)c2ccc(OC(C)C)cc2)c([N+](=O)[O-])c(=O)[nH]1
    3	12
48) COc1ccc(CCC(=O)Nc2cc(S(=O)(=O)N3CCCCC3)ccc2N(C)C)cc1
    -16	6
49) Cc1ccc(NC(=O)c2cc(Cl)nc3ccccc23)cc1
    -33	19
50) COc1ccccc1N1CCN(c2ncc(C(=O)N3CCN(c4cccc(Cl)c4)CC3)c3ccccc23)CC1
    -26	-5
51) COc1ccc(S(=O)(=O)N2CCN(CCO)CC2)cc1-c1nnc2c3ccccc3c(C)nn12
    -9	11
52) O=S1(=O)CCOC[C@H](CC2CCCCC2)N1Cc1ccccc1
    -22	27
53) CCOC(=O)N/N=C/c1ccccc1F
    -5	7
54) CSc1cccc(NC(C)=O)c1
    -14	13
55) COc1ccc(CC(=O)N/N=C(/C)c2ccco2)cc1
    -1	7
56) CCCOC(=O)c1ccc(NC(=O)C(=O)NCCN(CC)CC)cc1
    -6	12
57) CC(NC(=O)C(C)(C)C)C(c1cccs1)N1CCN(Cc2ccccc2)CC1 (stereo unspecified)
    -6	11
58) COc1ccc(OC)c(CNC(=O)C(C)n2nc(C)c3c(C)n(-c4ccccc4)nc3c2=O)c1 (stereo unspecified)
    -26	3
59) CC(=O)Nc1ccccc1OC(C)C(=O)N1CCC(C)CC1 (stereo unspecified)
    -12	10
60) COc1ccc(/C=C(\CC(=O)O)c2nc3ccccc3o2)cc1
    -18	5
61) Cc1ccc(CCN2CC(C(=O)N3CCN(c4ccc(F)cc4)CC3)CC2=O)cc1 (stereo unspecified)
    -29	8
62) COc1ccccc1-c1nnc(-c2ccc(F)cc2)o1
    -25	5
63) O=C1CCCN1CC(O)CS(=O)(=O)Cc1ccccc1 (stereo unspecified)
    10	-4
64) CS(=O)(=O)Cc1ccc(C(=O)NC2CCN(Cc3ccccc3)C2)cc1 (stereo unspecified)
    -14	11
65) CC1(C)C(=O)N(OCc2ccccc2)C(C)(C)C(=O)N1OCc1ccccc1
    -15	7
66) O=C(c1cc(COc2ccccc2)on1)N1CCCC(OCc2cccnc2)C1 (stereo unspecified)
    -17	27
67) Cc1[nH]c2ccccc2c1SCC(=O)O
    -9	14
68) CCCCCCCCOC(=O)c1ccc(N)cc1
    -8	20
69) CCc1nc(N2CCCC2)c(C#N)c2c1CCCC2
    -15	18
70) Cc1ccc(-c2nc3c(c(=O)c4ccccc4n3C)c(=O)n2-c2ccccc2)cc1
    -8	7
71) COCC(=O)N1CCc2ccc(NC(=O)c3ccccc3Cl)cc2C1
    -9	-9
72) CC(C)CNC(=S)NC(=O)c1ccc(Cl)cc1
    -20	12
73) O=C(/C=C/c1ccccc1Cl)N1CCOCC1
    0	6
74) COc1ccc(NC(=O)c2ccc3c(c2)N(C)CCS3)cc1
    -11	15
75) CCCCOc1ccc(C(=O)Nc2ccc(C)cc2[N+](=O)[O-])cc1
    -35	14
76) C/C(=C\c1cc2ccccc2o1)C1Nc2cccc3cccc(c23)N1
    3	9
77) Cc1[nH]n(C(C)(C)C)c(=O)c1Sc1ccc(Cl)cc1
    -5	21
78) COCCNC(=O)CCC1CCN(Cc2cccc(-c3ccc(C)o3)c2)CC1
    -21	10
79) Cn1c(=O)c2c([nH]c(=O)n2C)n(C)c1=O
    -8	12
80) O=C(Nc1cc(C(F)(F)F)cc(C(F)(F)F)c1)c1ccc(Cn2cc(C(F)(F)F)ccc2=O)cc1
    -9	-4
81) Cc1ccc2sc3ccc(NC(=O)c4ccccc4Cl)cc3c(=O)c2c1
    37	71*
82) CC(=O)Nc1c(C)cc(S(C)(=O)=O)cc1C
    -1	24
83) COC(=O)[C@H]1[C@H]2C[C@H]3c4[nH]c5ccccc5c4CCN3C[C@@H]2CC[C@@H]1O
    -22&-6	37&23
84) CCCC(CCC(=O)Nc1ccn(-c2ccccc2)n1)C(=O)O (stereo unspecified)
    3	6
85) Cc1ccc(O)c(NC(=S)NC(=O)COc2ccc(Br)cc2)c1
    78*	-15
86) O=C(CN1C(=O)CSc2ccc(S(=O)(=O)N3CCCCC3)cc21)NCc1ccccc1Cl
    -5	19
87) C[n+]1ccn(CC(=O)c2cccs2)c1
    -2	18
88) COC(=O)C1=C(C)N(CCCC(=O)O)C(=O)NC1c1ccccc1OS(=O)(=O)c1ccccc1[N+](=O)[O-] (stereo unspecified)
    3	21
89) Cc1cccc(N(C(=O)c2sc(C)nc2C)C(C(=O)NCc2ccco2)c2ccccc2)c1 (stereo unspecified)
    4	26
90) CC(=O)Nc1nc2ccc(-c3nc4ccccc4o3)cc2s1
    -5	62

Additional structures follow.
Values run as follows: OX1R antag-1	OX1R antag-2
91) CC(=O)NC(C)Cc1cn(Cc2ccccc2)c2ccccc12 (stereo unspecified)
    -35	-1
92) CCC(=O)n1nc(NCc2ccc(OC)c(OC)c2)nc1NCc1ccc(OC)c(OC)c1
    -35	7
93) Cc1nc2oc(C(=O)c3ccccc3)c(N)c2c2c1COC(C)(C)C2
    -21	31
94) Cc1ccc2nc(Nc3ccc4[nH]c(=O)[nH]c4c3)c(-n3nc(C)cc3C)nc2c1
    -12	34
95) CCOC(=O)C(C)Oc1cccc2c(=O)n(CC(=O)N3CCc4ccccc43)ccc12 (stereo unspecified)
    -21	12
96) COc1cccc(CNC(=O)c2cccc(S(=O)(=O)N3CCN(C)CC3)c2)c1
    -18	10
97) Cc1ccn(C(CC(=O)c2ccc(Br)cc2)C(=O)O)n1 (stereo unspecified)
    -19	13
98) Cc1ccccc1N1CC(C(=O)Nc2nnc(SCc3ccccn3)s2)CC1=O (stereo unspecified)
    -15	32
99) O=C(Nc1nc(-c2cccs2)cs1)c1ccc(S(=O)(=O)N2CCCC2)cc1
    19	18
100) CCOc1ccc(/C=N/NC(=S)NC2CC3C=CC2C3)cc1 (stereo unspecified)
    -40	5
101) O=C(COC(=O)COc1ccccc1Cc1ccccc1)Nc1cccnc1Cl
    -17	4
102) COc1cc(SC)ccc1C(=O)NCc1ccccc1
    6	39
103) COc1cc(NC(=O)c2ccco2)c(C(=O)OCC(=O)c2c[nH]c3ccccc23)cc1OC
    0	41
104) COc1ccc(-c2cc(C(F)(F)F)nc(-n3ccnc3C)n2)cc1
    -19	3
105) COc1ccc(NC(=S)N2CCC(C(=O)c3ccc(C)cc3)CC2)cc1
    -22	6
106) CCCCSc1nc2c(cnn2-c2ccc(Cl)cc2)c(=O)[nH]1
    2	20
107) O=C(NNC(=O)C12CC3CC(CC(O)(C3)C1)C2)c1ccccc1O
    -11	4
108) Cc1ccc(-c2csc(NC(=O)C3CC(=O)N(Cc4ccco4)C3)n2)cc1 (stereo unspecified)
    -19	17
109) Cc1ccc(S(=O)(=O)N(C)C)cc1NC(=O)C1CCCCC1
    -20	2
110) Cc1ccc(/C=N/NC(=O)Cn2nnc(N)n2)cc1
    -11	12
